# Screening data from PubChem BioAssay.
# TDP-43 yeast inh = inhibitors of TDP-43 toxicity in yeast. TDP-43 expressing yeast growth rescue, BacTiter-Glo, 24 h. Potency, µM (doses to about 46.1 µM), for the others: at the top dose growth rescue (activation), most hits filed as activators. actives 1.8% (n = 410,000); further: potency means the concentration at half of the fitted maximal effect; % of control where 0% means no effect; nearly all actives have a fitted effect of over 50% in size
#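 Growth rescue of TDP-43-toxic yeast measured as ATP luminescence (BacTiter-Glo). Cells grown to mid-log in raffinose, induced in galactose at OD600=0.02, exposed to compound 24 hr at 30 deg C.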
# D3 ag = agonists of human D3 dopamine receptor; D3R DiscoveRx beta-arrestin cells, luminescence, 90 min; actives 0.58% (n = 410,000); max activation, %; P35462; in the data active means max activation above about 30%; further: 0% is about no effect; mostly tested at two doses, the higher about 12 µM
# Target sequence (P35462 whole entry, looked up): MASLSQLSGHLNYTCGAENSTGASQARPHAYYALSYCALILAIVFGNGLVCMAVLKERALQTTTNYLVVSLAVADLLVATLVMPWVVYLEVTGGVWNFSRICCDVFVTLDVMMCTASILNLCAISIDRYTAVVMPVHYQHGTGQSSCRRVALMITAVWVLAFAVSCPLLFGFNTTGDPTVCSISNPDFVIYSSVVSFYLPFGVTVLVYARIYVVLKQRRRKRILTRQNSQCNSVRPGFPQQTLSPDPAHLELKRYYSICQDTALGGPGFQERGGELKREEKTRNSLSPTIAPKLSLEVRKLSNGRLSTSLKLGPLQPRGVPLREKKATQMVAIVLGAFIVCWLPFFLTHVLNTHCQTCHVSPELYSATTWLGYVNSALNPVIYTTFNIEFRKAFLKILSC
#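 Cells at 1500/well, incubated overnight, then treated with pinned compounds (dopamine as control) for 90 min at 37 degrees C. DiscoveRx reagent added for 30 - 60 minutes at room temperature; luminescence read.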
# GLP-1R inv ag = GLP-1 receptor (human) inverse agonism | actives 1.6% (n = 410,000) | P43220 | HEK293 GLP-1R CRE-luciferase, luminescence, 24 h; GLP-1R form is constitutively active | Potency, µM (series often up to 38.3 µM), for inactives: top-dose activity change, negative = inhibition, hits mostly inhibitors; further: potency means the concentration at half of the fitted maximal effect; on the % scale 0 is the no-effect control and ±100 the full control effect; nearly all actives have a fitted effect of over 55% in size
# Target sequence (P43220 whole entry, looked up): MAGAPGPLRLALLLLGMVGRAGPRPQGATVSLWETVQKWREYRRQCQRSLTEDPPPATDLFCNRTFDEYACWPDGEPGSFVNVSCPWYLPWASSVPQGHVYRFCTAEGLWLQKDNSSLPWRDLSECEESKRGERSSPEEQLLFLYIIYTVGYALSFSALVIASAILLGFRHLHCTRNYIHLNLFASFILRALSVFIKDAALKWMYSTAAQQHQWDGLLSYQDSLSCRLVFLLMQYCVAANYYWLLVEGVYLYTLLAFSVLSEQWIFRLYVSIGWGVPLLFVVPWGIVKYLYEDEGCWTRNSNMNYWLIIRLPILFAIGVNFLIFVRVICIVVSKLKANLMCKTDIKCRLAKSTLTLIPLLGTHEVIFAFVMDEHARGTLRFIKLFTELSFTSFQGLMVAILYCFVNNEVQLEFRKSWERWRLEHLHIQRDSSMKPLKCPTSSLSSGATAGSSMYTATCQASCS
#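 Readout was luciferase luminescence, measured 12 min after detection reagent at room temperature. Beforehand, GLP-1R reporter HEK293 cells had sat 12 h, then received compounds for 24 hr at 37 deg C.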
# PTHR1 agonist = activates the human parathyroid hormone receptor PTHR1 | Potency, µM (titrated, usually from 115 µM), without a hit: at the highest dose activation, hits mostly activators | HEK293 GP2 PTHR1 cells, GloSensor cAMP luminescence, 1 h | AID 743266 | Q03431 | actives 0.075% (n = 410,000); further: potency means the concentration at half of the fitted maximal effect; nearly all actives have a fitted effect of over 55% in size; some results filed as inactive show a strong effect at the top dose; inactives centre near -15; many of its hits are not listed in these tables
#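 HEK-293-derived GP2 cells expressing PTHR1 and a GloSensor cAMP reporter, 3,000/well, plated overnight, given luciferin plus IBMX (each 0.5 mM as added) for 1 h at 37 °C, then compound for 1 h at 37 °C. Luminescence was read after 15 min at room temperature.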
# aSyn yeast inh = inhibitors of alpha-synuclein toxicity in yeast. Yeast expressing alpha-synuclein, growth rescue, BacTiter-Glo, 24 h. Potency, µM (highest dose often 46.1 µM), for inactives: at the highest dose growth rescue (activation), usual class: activators. actives 0.14% (n = 370,000). AID 652106; further: potency means the concentration at half of the fitted maximal effect; % of control where 0% means no effect; nearly all actives have a fitted effect of over 65% in size
#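 Readout is rescue of growth in alpha-synuclein-expressing yeast, so inhibitors of toxicity appear as activators. Growth after 24 hr at 30 deg C in galactose medium is quantified by luminescence.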
# KB-V1 cytotox = KB-V1 MDR subline cytotoxicity; actives 3.4% (n = 400,000); AID 1347076; Potency, µM (titrated, usually from 46.1 µM), inactives show at the top dose activity change, negative = cytotoxicity, most hits filed as cytotoxic; KB-V1 MDR cells viability, CellTiter-Glo, 72 h; further: potency means the concentration at half of the fitted maximal effect; on the % scale 0 is the no-effect control and ±100 the full control effect; nearly all actives have a fitted effect of over 60% in size
#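 Cytotoxicity via CellTiter-Glo luminescence after 72 h compound exposure at 37 degrees C. Cells: drug-selected KB-V1 line, DMEM phenol-red free plus 10% FBS. Compounds tested at multiple concentrations; normalized data fitted to concentration-effect curves.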
# GLP-1R agonist = agonists of human GLP-1 receptor; P43220; HEK293 GLP-1R CRE-luciferase, luminescence, 4-6 h; cells express a hypersensitive GLP-1R form; Potency, µM (titrated, usually from 45.6 µM), inactives show at the top dose activation, actives largely listed as activators; actives 0.007% (n = 380,000); AID 624172; further: potency means the concentration at half of the fitted maximal effect; % of control where 0% means no effect
# HEK293 tox = cytotoxic in the GLP-1 receptor inverse agonist counter-screen | HEK293 cAMP-luciferase reporter cells, luminescence, 24 h | Potency, µM (highest dose often 38.3 µM), inactives show at the highest dose activity change, negative = inhibition, actives largely listed as inhibitors | actives 0.13% (n = 410,000) | AID 624418;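 further: loss of luciferase light is scored as toxicity; potency means the concentration at half of the fitted maximal effect; on the % scale 0 is the no-effect control and ±100 the full control effect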
#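 Compound-treated cells are incubated 24 hr at 37 deg C under 5% CO2 after a 12 hour attachment period, then luciferase detection reagent is added and luminescence is measured following 12 min at room temperature; lowered signal indicates toxicity.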
# DRD3 antagonist = D3 dopamine receptor (human) antagonism; P35462; D3R cells, DiscoveRx beta-arrestin luminescence, antagonist mode; stronger effect = lower value; max response, negative = inhibition, %; actives 2.5% (n = 360,000); in the data active means max response below about -50%; inconclusive means no clear call, values can overlap the other calls; further: on the % scale 0 is the no-effect control and ±100 the full control effect; mostly tested at two doses, the higher about 12 µM
#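 Cells expressing the human receptor were seeded at 1500 cells/well, incubated overnight at 37 degrees C in 5% CO2, then exposed to library compounds with dopamine controls for 90 minutes at 37 degrees C before luminescent detection.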
# * hit, by the source's call; i = inactive; ? = inconclusive; nt = not tested or not shown; [ ] = remark or other dose. Unless noted, the call rests on the fitted dose curve; in most records, active means well fitted curve in the direction sought with a large enough effect; inconclusive means small, poorly fitted or top-dose-only effect, or another doubt; inactive means no such curve, though single readings can be large; an effect the other way counts as inactive or inconclusive. An excerpt. The share of hits here may be higher or lower than overall.
# The line under a structure holds: TDP-43 yeast inh	D3 ag	GLP-1R inv ag	PTHR1 agonist	aSyn yeast inh	KB-V1 cytotox	GLP-1R agonist	HEK293 tox	DRD3 antagonist
> COc1ccc(CN2C(=O)NC3(CCCC3)C2=O)cc1F
    -14%[9.22 µM]	7	16%	i	-3%	2%	10%	-8%	19
> COc1ccccc1NC(=O)CCCN1C(=O)C2CC=CCC2C1=O (stereo not drawn)
    0%	1	-12%	i	3%	3%	2%	-2%	-23
> COC(=O)C1=C2c3[nH]c4ccccc4c3CCN2C(=O)CC1
    10µM*	20	-5%	-32%	10%	18%	?	2%	49
> Cc1csc(NC(=O)C2(C)CCN2C(=O)C(C)C)c1C#N (stereo not drawn)
    21%	3	34%[activator]	i	2%	-2%	13%	-8%	-1
> CCOc1cc2c(cc1/C=C1/NC(=O)N(CC(=O)OC)C1=O)OCO2
    0%	-1	12%	i	-3%	-2%	7%	15%	7
> CCN(CC)CCNC(=O)c1cc2c(=O)oc3ccc(C)cc3c2s1
    0%	5	7%	-3%	nt	?	-1%	0%	nt
> O=C(O)CSc1nnc(-c2ccc(Cl)cc2Cl)n1-c1ccc(Cl)cc1
    nt	10	6%	i	0%	0%	-1%	4%	?
> O=c1onc(-c2ccccc2)n1-c1cc(Cl)cc(Cl)c1
    2%	7	?	-33%[inhibitor]	8%	0%	21%	-2%	3
> O=c1c2ccccc2oc2ccc(NCCCN3CCOCC3)cc12
    -22%	-26	7%	i	1%	?	11%	-4%	0
> CCN(CC)S(=O)(=O)c1nnc(NC(=O)c2ccc(C(C)C)cc2)s1
    17%	-10	?	-29%	nt	8%	nt	-23%	nt
> Cc1ccn2c(=O)nc(SCC(=O)Nc3ccc4c(c3)OCCO4)nc2c1
    0%	-7	16%	i	-1%	24%	-4%	12%	-19
> CC(C)Cn1c(C(C)C)nc([N+](=O)[O-])c1S(=O)(=O)c1ccc(F)cc1
    6%	-2	?	-13%[57.5 µM]	-1%	?	-10%	?	-17
> Cc1nn(-c2ccccc2)c(Cl)c1/C=N/O
    ?	0	53%[activator]	i	5%	25%	19%	4%	7
> NC(=O)c1oc2ccccc2c1NC(=O)c1nc2ccccc2s1
    30%	9	54%[activator]	i	-14%	0%	-26%	2%	-8
> Nc1nonc1-c1nc2ccccc2n1CC(=O)N1CCN(c2ccc(F)cc2)CC1
    1%	1	-1%	i	-6%	-1%	-7%	-3%	12
> CCN1C(=O)[C@H]2[C@@H](c3ccc(-c4ccccc4)cc3)N3CCCC[C@@]3(C(=O)OC)[C@H]2C1=O
    35µM*	-4	-6%	-6%	2%	-12%	3%	3%	18
> Cc1ccc(N2CC(C)Cn3c2nc2c3c(=O)[nH]c(=O)n2C)cc1 (stereo not drawn)
    -7%	-6	-10%	i	-3%	12%	-1%	4%	0
> CCCCCCC(=O)O
    13%	-2	6%	i	-4%	0%	-5%	-4%	18
> O=C(Nc1cccc(C(F)(F)F)c1)C12CC3CC(CC(C3)C1)C2
    -17%	-18	?	17%[57.5 µM]	1%	-2%	-5%	-3%	-13
> Cc1cccc(C(=O)N2CCCC(c3nc(-c4ccc(C)o4)no3)C2)c1 (stereo not drawn)
    -2%	9	-25%	-13%	14%	-20%	18%	-6%	-3
> CC(=O)C1CCCN(C(=O)c2ccc3oc(CCc4ccccc4)nc3c2)C1 (stereo not drawn)
    -1%	-6	?	-61%[inhibitor]	13%	-12%	2%	-1%	-22
> Cc1cccc(NC(=O)Cn2c(=O)n(CC3CCC(C(=O)NCCc4ccccc4)CC3)c(=O)c3ccccc32)c1C (stereo not drawn)
    23%	4	2%	-19%	nt	6%	-1%	1%	nt
> Cc1cc(C)cc(NC(=O)NCc2nnc(SCc3ccccc3)n2C)c1
    1%	-4	?	-3%	-1%	9%	-5%	-21%	0
> CC1(C)CC(=O)N(c2cccc(Cl)c2)C(=O)C1
    16%	0	-10%	-21%	-2%	-1%	1%	2%	7
> CC1CCN(CCCCOc2ccc(Br)cc2)CC1
    0%	-18	-31%	-23%	-1%	4%	-3%	-23%	-52*
> O=C(Nc1ccc(N2CCCCC2)cc1)C1CCCN1S(=O)(=O)c1ccc(F)cc1 (stereo not drawn)
    16%	-1	?	i	9%	-25%	-4%	-8%	4
> Cc1ccc(-c2nn(CCC(=O)NCC3CCCO3)c(=O)c3ccccc23)cc1 (stereo not drawn)
    -6%	0	-25%	-2%[57.5 µM]	-14%	-1%	-4%	-16%	-5
> CCOCCCNC(=O)C(c1ccccc1)N(Cc1cccs1)C(=O)c1ccc(NC(C)=O)cc1 (stereo not drawn)
    -3%	-5	-27%	-1%	nt	0%	nt	-14%	nt
> COc1cccc(N=Nc2ccc3ccccc3c2O)c1
    1%	-5	19%	-54%[inhibitor]	-7%	3%	-2%	-6%	22
> Cc1cc(C)c(S(=O)(=O)n2ccc(-c3ccc(OCCN(C)c4ccccn4)cc3)n2)c(C)c1
    16%	0	?	i	-2%	?	-11%	-16%	0
> CC1Sc2ccc(Cl)cc2-c2nc(N)ncc21 (stereo not drawn)
    2%	-4	1%	?	-14%	2%	10%	8%	-26
> COc1cccc(CN2CCN(C(=S)NCc3ccc(Cl)cc3)CC2)c1
    27%	1	?	-53%[inhibitor]	2%	10%	5%	-20%	1
> Cc1cc(C)c2c(c1)/C(=c1/sc3n(c1=O)CN(c1ccccc1)CN=3)C(=O)N2
    17%	0	6%	i	10%	16µM*	-2%	-12%	-17
> CCn1c(C)nc2c(=O)oc3ccccc3c21
    20%	3	1%	-1%[57.5 µM]	-11%	-18%	12%	-12%	-13
> CC1(C(=O)NCc2ccccc2Br)CCN1C(=O)Cc1ccc(-c2ccccc2)cc1 (stereo not drawn)
    ?	0	?	-34%[inhibitor]	?	?	-6%	0%	3
> CCOc1ccc(N(CC(=O)NC(C)C)C(=O)CCC(=O)Nc2ccccn2)cc1
    -19%	4	25%	21%	-5%	-3%	-5%	4%	-2
> COc1ccc(C2CC(c3c(O)cc(C)oc3=O)=NCCS2)c(OC)c1 (stereo not drawn)
    -6%	-4	?	-5%	7%	0.37µM*	23%	-9%	?
> C[C@@H]1CN([C@@H](C)CO)C(=O)CCCn2nncc2CO[C@H]1CN(C)S(=O)(=O)c1ccc(Oc2ccccc2)cc1
    18%	1	12%	-18%	10%	?	-8%	3%	14
> C=CCOC(=O)CCC(=O)Nc1cc(OC)nc(OC)n1
    -6%	-8	11%	-9%[57.5 µM]	-3%	4%	4%	7%	-11
> CCOC(=O)CN1C(=O)C(Sc2n[nH]c(-c3ccc(C)cc3)n2)CCc2ccccc21 (stereo not drawn)
    -22%	6	-28%	5%[57.5 µM]	16%	-29%	-1%	4%	-7
> COc1ccc(C(=O)NCc2ccc3[nH]c(C)cc3c2)cc1OC
    3%	-1	5%	-54%[inhibitor]	-4%	12%	6%	2%	-19
> CCC(C)N(C(=O)CSc1nnnn1-c1ccccc1OC)C1CCS(=O)(=O)C1 (stereo not drawn)
    -16%	2	3%	?	-5%	-25%	-6%	1%	0
> O=c1c2oc3ccccc3c2n(Cc2ccc(F)cc2)c(=O)n1Cc1ccco1
    0%	-15	-9%	-29%	nt	7%	nt	0%	nt
> Cc1nn2c(=O)cc(COC(=O)c3cccc(NC(=O)c4ccc(F)cc4)c3)nc2s1
    18%	13	7%	-30%	nt	nt	nt	7%	nt
> CCCCN(C(=O)CN1C(=O)C2CCCCC2C1=O)c1c(N)n(CCC)c(=O)[nH]c1=O (stereo not drawn)
    -14%	0	1%	-9%	-2%	-2%	14%	12%	-8
> Cc1ccsc1CN(C)C(=O)C1CCC(=O)N(CCc2cccc(F)c2)C1 (stereo not drawn)
    23%	0	-1%	-1%	15%	0%	14%	3%	16
> CCN(c1ccccc1)c1nc2ccsc2c(=O)s1
    ?	-3	?	-6%[57.5 µM]	-15%	-12%	21%	0%	7
> Cc1ccc(C)c(S(=O)(=O)N/N=C2/CCCc3ccccc32)c1
    8%	1	-8%	-11%	-7%	-6%	-5%	4%	0
> O=C(OCc1cn([C@H]2CN(CC3CCCCC3)[C@@H](c3ccccc3)C[C@@H]2O)nn1)c1ccccc1
    0%	5	-26%	-17%	2%	0%	9%	-9%	12
> O=C(c1cc2c(cc1Br)OCCCO2)N1CCCCC1
    11%	2	-1%	-7%	5%	-12%	7%	-14%	12
> CC(Nc1n[nH]c(=O)[nH]c1=O)C(=O)N/N=C/c1cccs1 (stereo not drawn)
    -18%	-2	1%	-19%	2%	5%	0%	-5%	-19
> O=C(Cn1nnc(-c2ccccc2F)n1)Nc1ccc(S(=O)(=O)NC2CCCC2)cc1
    -14%	12	-1%	i	1%	-6%	1%	-34%	-17
> Brc1ccc(N=C/C=C/C=C/Nc2ccc(Br)cc2)cc1
    -18%	-9	1%	-6%[57.5 µM]	-5%	5%	2%	5%	-21
> O=C(CC1N=C2c3ccccc3N=C(SCc3ccc(Cl)cc3)N2C1=O)NCc1ccco1 (stereo not drawn)
    8%	-4	?	-3%	0%	?	6%	-6%	-24
> CCCn1c(CN2CCN(C)CC2)nc2ccccc21
    -20%	4	5%	-4%[57.5 µM]	0%	18%	-10%	2%	8

# In a second layout: results already given.
SMILES	TDP-43 yeast inh	D3 ag	GLP-1R inv ag	PTHR1 agonist	aSyn yeast inh	KB-V1 cytotox	GLP-1R agonist	HEK293 tox	DRD3 antagonist
O=C(OCc1cn([C@H]2CN(CC3CCCCC3)[C@@H](c3ccccc3)C[C@@H]2O)nn1)c1ccccc1	0%	5	-26%	-17%	2%	0%	9%	-9%	12
Cc1nn2c(=O)cc(COC(=O)c3cccc(NC(=O)c4ccc(F)cc4)c3)nc2s1	18%	13	7%	-30%	nt	nt	nt	7%	nt
